All columns: NCI-60 one-dose screen, growth in % after 48 h at 10 µM unless noted; 100 = growth as untreated, 0 = no growth, -100 = all killed.
UACC-62 – UACC-62 melanoma. 5.4% of 81,000 active
T-47D – T-47D breast cancer. 5% of 79,000 active. AID 1794792
UACC-257 – UACC-257 melanoma. 4.4% of 78,000 active. AID 1794764
SK-MEL-2 – SK-MEL-2 melanoma. 4.7% of 77,000 active
LOX IMVI – LOX IMVI melanoma | 7.4% of 79,000 active
MALME-3M – MALME-3M melanoma; 5.8% of 78,000 active
BT-549 – BT-549 breast cancer. 4.4% of 78,000 active. AID 1794793
HS 578T – HS 578T breast cancer; 4.1% of 78,000 active; AID 1794788
* marks the source's active call; other numbers are inactive results; x = not tested or not shown. How the source made its calls: active means growth percent below 10; inactive means the rest.

SMILES	UACC-62	T-47D	UACC-257	SK-MEL-2	LOX IMVI	MALME-3M	BT-549	HS 578T
N#CC(NS(=O)(=O)c1ccc(Cl)cc1)=C(Cl)Cl	96.7	97.0	90.9	99.6	100.9	101.5	107.4	97.7
COc1ccc(C2C3=C(COC3=O)N(CCO)c3cc4c(cc32)OCO4)cc1OC (configuration not stated)	71.8	87.5	90.6	93.2	77.2	104.3	80.5	92.4
Cc1ccc(C(=O)Oc2ccc(N=C=S)cc2)cc1	105.4	99.0	103.3	95.1	100.6	104.1	95.6	115.6
C1CCC2=NCCCN2CC1	80.2	105.5	99.6	103.4	x	91.4	97.1	92.5
CCOC(=O)Cc1csc(/N=C\c2c(O)c3ccccc3oc2=O)n1	78.4	80.3	99.3	77.1	84.5	77.5	80.1	76.4
O=C(Nc1ccc(Cl)cc1)C1(C(=O)Nc2ccc(Oc3ncnc4scc(Nc5n[nH]c(=S)s5)c34)cc2)CC1	57.6	62.6	100.7	100.4	78.0	92.2	89.9	95.7
NC(=O)N1N=C(c2ccc(Cl)cc2)CC1c1cn(-c2ccccc2)nc1-c1ccc(F)cc1 (configuration not stated)	85.3	72.2	110.0	88.2	93.4	94.1	97.6	108.5
O=C(O)CCN1C(=O)/C(=C/c2cccs2)SC1=S	92.8	97.0	93.2	110.8	x	94.8	108.6	99.5
N#C/C(=C\c1ccc(-c2ccc(Cl)cc2)o1)c1ccc(Cl)cc1	78.7	51.2	100.0	96.5	49.2	62.9	79.5	29.8
COc1cc(-c2nc3ccccc3s2)ccc1NC(=O)COc1ccc(Cl)cc1	36.1	23.0	85.3	78.5	64.7	48.3	87.6	44.7
Nc1cc2ccccc2cc1NS(=O)(=O)N1CCCCC1	96.4	94.4	104.6	107.9	98.2	x	95.3	99.4
CCOC(=O)c1ccc(NC2=C(Cl)C(=O)C(C)=C(C)C2=O)cc1	93.5	93.3	106.1	105.0	98.0	92.1	99.3	92.7
COc1ccc(-c2nc(SCC(C)C)nc(N/N=C(/C)c3ccc(O)cc3)c2C#N)cc1	93.2	70.3	92.1	105.1	86.4	101.3	104.1	88.8
COc1ccc2cc(C(=O)/C=C/N(C)C)ccc2c1	93.0	67.8	98.8	91.8	99.8	89.7	79.9	90.4
CC1=C2[C@@H](CC1)[C@]1(C)O[C@@](C(C)C)(C[C@H]1OC(=O)CN)[C@H]2OC(=O)/C=C/c1ccccc1	95.3	97.9	89.3	97.9	92.6	90.8	103.6	19.6
CC1=C2C(=O)C[C@]2(C)[C@H]2C[C@@](C)(CO)C[C@H]2[C@@H]1O	94.7	105.9	95.0	113.3	87.5	100.1	x	110.4
O=C1Nc2c(Cl)cc(Cl)cc2C12Nc1ccccc1S2 (configuration not stated)	78.6	61.8	86.6	105.8	82.6	104.8	112.0	99.6
CC1(C)CC[C@]2(C(=O)O)CC[C@]3(C)C(=CCC4[C@@]5(C)C[C@@H](O)[C@@H]6OC(c7ccccc7)OC[C@@]6(C)C5CC[C@]43C)C2C1 (some centres not stated)	86.3	83.2	95.9	96.8	38.6	89.8	60.5	90.5
O=C(CCCCN1CCOCC1)Nc1ccc(Cn2nnc3c2C(=O)c2nnn(Cc4ccc(NC(=O)CCCCN5CCOCC5)cc4)c2C3=O)cc1	-80.0*	-50.5*	-77.2*	x	-23.2*	-86.0*	-94.7*	12.5
COc1ccc(/C=C/C(=O)c2cc3c(N)c(C(=O)Nc4cccc5ccccc45)sc3nc2C)cc1	21.3	66.4	65.2	70.9	60.1	64.7	87.5	47.6
NC(N)=N/N=C/C=C/c1ccco1	107.2	115.0	102.0	118.5	108.1	140.2	98.3	x
CC1(O)c2ccccc2N2C(=O)NC(=O)C23C=CC1O3 (configuration not stated)	102.0	98.0	119.3	105.4	102.5	94.7	96.7	101.7
COc1ccc(-c2cc(C(=O)Nc3nc4ccccc4s3)nc3c(-c4ccccc4)cnn23)cc1OC	91.3	104.2	123.9	101.2	96.7	93.6	113.4	90.4
COc1cccc(C)c1C	114.1	108.1	109.4	92.5	94.8	96.4	101.6	96.3
Cc1nc2ccccc2nc1CSc1nc2ccccc2c(=O)[nH]1	89.0	76.8	100.3	83.0	96.8	x	x	80.6

Molecules shown so far that have an NH in an aromatic ring:
SMILES	UACC-62	T-47D	UACC-257	SK-MEL-2	LOX IMVI	MALME-3M	BT-549	HS 578T
O=C(Nc1ccc(Cl)cc1)C1(C(=O)Nc2ccc(Oc3ncnc4scc(Nc5n[nH]c(=S)s5)c34)cc2)CC1	57.6	62.6	100.7	100.4	78.0	92.2	89.9	95.7
Cc1nc2ccccc2nc1CSc1nc2ccccc2c(=O)[nH]1	89.0	76.8	100.3	83.0	96.8	x	x	80.6

Next section:
SMILES	UACC-62	T-47D	UACC-257	SK-MEL-2	LOX IMVI	MALME-3M	BT-549	HS 578T
Nc1c(C(=O)N(c2ccccc2)c2ccccc2)sc2nc3c(cc12)C(=O)CCC3	108.6	99.5	105.6	117.1	94.3	x	55.4	92.3
Cc1ccc(S(=O)(=O)n2ccnc2)cc1	92.7	96.8	91.5	96.7	95.5	106.5	122.0	111.1
CCc1ccc(-c2cc(-c3cccc(Cl)c3)n(-c3ccc(S(N)(=O)=O)cc3)n2)cc1	89.2	60.7	104.3	105.5	101.6	101.6	114.8	111.5
COc1ccc(N=C2C=CC(=O)O2)cc1	96.3	108.1	96.5	108.1	109.0	92.9	112.4	106.1
Cc1cc2nc3c4ccccc4n(CCN(C)C)c3nc2cc1C	36.2	32.2	2.3*	11.0	-63.2*	-10.5*	53.1	3.8*
CCOC(=O)/C(C#N)=C(O)\C(=C\c1ccc(Cl)cc1)NC(=O)c1ccc(NC(C)=O)cc1	92.2	x	99.7	110.4	98.5	90.5	89.9	73.8
COc1ccc(Oc2nccc(-c3cn(CC(N)=O)nc3-c3cc(C)cc(OC)c3)n2)cc1	88.3	92.4	96.9	97.7	88.9	95.0	114.1	102.8
O=C(Nc1ccc2c(c1)OCCO2)C(=O)c1c[nH]c2ccccc12	33.1	42.7	70.7	x	36.1	46.6	44.2	13.1
O=C1/C(=C/c2cccc(OCCCc3ccccc3)c2)Oc2cc(O)ccc21	89.4	90.1	98.5	104.2	90.4	90.0	87.7	93.4
Cc1cc(C(=O)O)cc(C)c1N	101.6	101.0	105.1	96.2	96.0	97.4	x	103.0
CCOc1ccccc1NC1=C(OC)C(=O)C(Nc2ccccc2OCC)=C(OC)C1=O	88.9	92.7	103.0	92.7	92.5	113.8	85.0	81.0
COc1ccc2c(c1)OC(N)=C(C#N)C2c1ccc(F)c(F)c1 (configuration not stated)	38.1	46.8	73.0	32.9	54.2	78.4	48.3	35.7
CC1=NNC(C)(C)C1	105.6	95.5	98.6	100.7	108.7	96.2	112.6	120.0
N#C/C(=C\c1ccc(Br)cc1)C(=O)c1ccccc1	95.5	99.0	106.2	105.5	104.9	116.0	107.2	90.0
CC1(C)C2CC=C(CCOC(=O)COc3cc(Cl)c(Cl)cc3Cl)C1C2 (configuration not stated)	100.2	95.6	97.1	90.5	x	113.0	105.4	x
Cc1ccc(S(=O)(=O)NCCCNc2nccc(-c3c(-c4ccc(F)cc4)nc4sccn34)n2)cc1	54.4	29.0	76.1	x	51.0	67.3	75.3	67.4
Oc1ccc(Cl)cc1/C=N/N1CCCCCC1	50.3	91.3	91.9	97.8	x	x	96.6	132.0
CCC(/C=N/Nc1ccc([N+](=O)[O-])cn1)CC	94.5	85.0	81.4	86.1	87.7	96.6	90.1	107.0
Cc1ccc(-c2nn3c(nc2=O)-c2ccccc2N2C(=O)CCCC23C)cc1 (configuration not stated)	86.2	103.4	107.4	108.0	94.4	86.3	101.4	97.9
CSc1nc(Nc2cccc(NC(=O)/C(C#N)=C/c3ccccc3)c2)c(C#N)c(-c2cccc([N+](=O)[O-])c2)n1	87.6	74.4	120.0	105.5	91.3	97.1	101.6	98.3
CC(=Nc1ccc2c(c1)C(=O)c1ccc(N=C(C)N(C)C)cc1C2=O)N(C)C	105.3	105.7	127.3	x	103.0	111.3	113.6	112.1
Oc1cccc2cc3ccccc3cc12	96.0	85.8	112.4	112.3	144.2	116.2	98.6	92.2
CCCSc1nc(Nc2ccc(/C(C)=N\NC(N)=S)cc2)c(C#N)c(-c2ccc(F)cc2)n1	98.8	96.2	107.1	105.3	105.5	109.3	108.1	115.3
COc1cccc2[nH]cc(C(=O)C(=O)Nc3cc(C)on3)c12	93.1	104.1	104.3	96.5	107.5	109.2	122.5	101.8
COc1ccc(/C=C(\C#N)n2nnc3c(F)cccc32)cc1	29.5	16.1	62.6	24.1	19.8	36.8	45.4	-4.6*

Part of the list above in order of length of the SMILES, low to high:
SMILES	UACC-62	T-47D	UACC-257	SK-MEL-2	LOX IMVI	MALME-3M	BT-549	HS 578T
Cc1cc2nc3c4ccccc4n(CCN(C)C)c3nc2cc1C	36.2	32.2	2.3*	11.0	-63.2*	-10.5*	53.1	3.8*
COc1ccc(C2C3=C(COC3=O)N(CCO)c3cc4c(cc32)OCO4)cc1OC (configuration not stated)	71.8	87.5	90.6	93.2	77.2	104.3	80.5	92.4
CC1=C2C(=O)C[C@]2(C)[C@H]2C[C@@](C)(CO)C[C@H]2[C@@H]1O	94.7	105.9	95.0	113.3	87.5	100.1	x	110.4
Cc1ccc(S(=O)(=O)NCCCNc2nccc(-c3c(-c4ccc(F)cc4)nc4sccn34)n2)cc1	54.4	29.0	76.1	x	51.0	67.3	75.3	67.4

More results.
SMILES	UACC-62	T-47D	UACC-257	SK-MEL-2	LOX IMVI	MALME-3M	BT-549	HS 578T
CC1(C)N=C(N)N=C(N)N1c1ccc(OCC(=O)Nc2ccccc2)c(Cl)c1	18.2	70.0	-3.5*	47.5	22.4	55.1	40.6	97.7
C#CCOc1ccccc1/C=N/Nc1nc(-c2ccc(Cl)cc2)cs1	85.7	71.9	102.5	102.0	95.1	97.2	127.6	99.6
O=C(NO)c1ccc(Cn2c3c(c4ccccc42)CS(=O)(=O)CC3)cc1	83.7	66.7	78.9	89.5	97.1	70.4	100.9	77.6
CCCCCCCCCCCCNC(=S)NCCCCCCCCCCCC	98.2	94.3	101.9	98.9	100.4	98.8	118.0	106.1
Cc1nn(-c2ccccc2)c(Cl)c1/C=C(/NC(=O)c1ccccc1)c1nc2ccccc2[nH]1	75.0	86.7	90.1	110.9	96.8	48.9	93.5	114.7
CC[C@@H](c1ccc(O)c(O)c1)[C@@H](CC)c1ccc(O)c(O)c1	64.5	-8.0*	100.9	93.6	61.0	39.2	98.0	x
C[C@H]1[C@H]2C3=CC[C@@H]4[C@@]5(C)CCC(=O)NC(C)(C)[C@@H]5CC[C@@]4(C)[C@]3(C)CC[C@@]2(C(=O)O)CC[C@@H]1C	61.5	81.7	83.4	92.0	99.3	94.5	86.0	98.8
N=C(N)c1nn(C2OC(CO)C(O)C2O)c2nc[nH]c(=O)c12 (configuration not stated)	x	-14.6*	3.1*	-23.0*	-27.8*	-39.9*	-14.8*	-19.4*
CCN(CC)CCn1ncc(Sc2cc([N+](=O)[O-])ccc2N)c(Cl)c1=O	76.1	49.4	67.4	82.1	67.2	81.9	69.7	105.9
Cc1ccc2nc(NC(=O)CSc3nc(-c4ccccc4)c(C#N)c4nnnn34)sc2c1	94.7	100.0	107.7	108.9	96.3	109.3	106.2	98.0
O=C(Nc1ccccc1)Nc1ccc([N+](=O)[O-])cn1	98.0	91.5	105.2	95.6	100.4	110.3	x	105.8
C/C(=C\CSCC(=O)NC(Cc1ccc(O)c(O)c1)C(=O)O)CCCC(C)CCCC(C)CCCC(C)C (configuration not stated)	90.1	86.4	99.7	95.6	88.4	93.8	112.2	90.2
O=C(CN1CCN(c2ncnc3c2cnn3-c2ccccc2)CC1)Nc1nncs1	17.4	27.9	54.3	28.0	-87.4*	-67.3*	-85.9*	3.9*
COc1ccc(/C=C/C(=O)c2ccc(NC(=O)CSc3nnc(-c4ccccc4)n3-c3ccccc3)cc2)cc1	93.9	87.2	100.5	92.2	96.8	107.1	108.5	117.3
CCN1CCN(c2cc(C(=O)Nc3cccc(Nc4ccc5c(OC)cccc5n4)c3)cc(C(F)(F)F)c2)CC1	13.0	11.0	-40.3*	65.3	-94.1*	-59.6*	69.6	34.0
CN1CCN(C)c2cnccc2C1=O	112.6	92.8	106.8	99.9	103.9	104.4	115.4	106.0
N#CC(N=Nc1cccc2ccccc12)C(N)=O (configuration not stated)	95.4	99.0	x	115.1	101.3	104.1	107.9	97.9
CNC(=O)c1cc(-n2ccc3cc(NC(=S)Nc4cccc(C(F)(F)F)c4)ccc32)ccn1	62.1	76.0	82.7	111.3	90.5	90.8	74.2	85.4
O=C(c1cccs1)c1ccccc1Cc1cccs1	94.9	103.5	94.6	88.9	88.8	x	112.2	101.7
Clc1ccc(-c2nnc(CNc3ncccn3)o2)cc1	92.6	84.4	107.0	115.6	100.9	x	92.3	107.6
COc1ccc(C2C3CCc4ccccc4C3=NN2C(=O)c2cc(OC)c(OC)c(OC)c2)cc1O (configuration not stated)	104.6	87.0	109.9	75.4	94.6	77.2	89.0	x

Gathered by group, the entries above containing a nitro group on carbon (four)
SMILES	UACC-62	T-47D	UACC-257	SK-MEL-2	LOX IMVI	MALME-3M	BT-549	HS 578T
CCC(/C=N/Nc1ccc([N+](=O)[O-])cn1)CC	94.5	85.0	81.4	86.1	87.7	96.6	90.1	107.0
CSc1nc(Nc2cccc(NC(=O)/C(C#N)=C/c3ccccc3)c2)c(C#N)c(-c2cccc([N+](=O)[O-])c2)n1	87.6	74.4	120.0	105.5	91.3	97.1	101.6	98.3
CCN(CC)CCn1ncc(Sc2cc([N+](=O)[O-])ccc2N)c(Cl)c1=O	76.1	49.4	67.4	82.1	67.2	81.9	69.7	105.9
O=C(Nc1ccccc1)Nc1ccc([N+](=O)[O-])cn1	98.0	91.5	105.2	95.6	100.4	110.3	x	105.8

Bioassay records deposited in PubChem BioAssay by NCI.

Rows are unselected, and some 11% of all compounds hit somewhere here.
